# Myeloid diff MLP: compounds promoting myeloid differentiation; calls only at 10 µM; ER-HoxA9 myeloid progenitors, lysozyme-GFP differentiation, flow cytometry; AID 624256; 360,000 compounds, 1% hits;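 active = normalized GFP-positive differentiation at or above the plate's own cutoff, the solvent-only control mean plus 3 SD; inconclusive = no clear call, values can overlap the other calls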;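 note: cells exposed to compound for four days before flow analysis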
# NOD2 inhibition: NOD2 signaling inhibitors, cell-based, luminescence, uHTS, HEK293 (AID 1566). HEK293 NOD2/NF-kB luciferase reporter, luminescence; higher % means a stronger effect. one-dose inhibition, % at 4 µM; EC50 in µM for titrated hits. 290,000 compounds, 0.63% hits; note: many of its hits are not listed in these tables
# Siah-1 displacement: Siah-1 peptide-binding antagonists, primary screen, biochemical, fluorescence polarization, rhodamine-plectin, uHTS (AID 1817). 290,000 compounds, 0.02% hits. one-dose displacement, % at 20 µM; IC50 in µM for titrated hits. Siah-1 / rhodamine-plectin peptide fluorescence polarization; higher % means a stronger effect;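 active = displacement of at least 50% at 20 µM, with a fluorescence ratio check between 0.3 and a set limit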;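 note: plate controls were Siah plus tracer with DMSO for no effect and tracer alone without Siah for full effect; strong numbers were not always called active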
# XIAP antagonists: small molecules displacing peptide from XIAP – biochemical, IAP family, fluorescence polarization (AID 1018); XIAP BIR domain, fluorescence polarization peptide displacement; higher % means a stronger effect; displacement, % at 20 µM, or IC50 in µM where a hit was titrated; 200,000 compounds, 0.007% hits; in the data active = displacement above about 50%; note: a part of the inactive calls stands beside numbers as strong as those of hits
# Lipid droplet: hepatic lipid droplet formation modulation. AML12 mouse hepatocytes, oleate lipid droplets, BODIPY imaging. inhibition, % at 6.5 µM. 240,000 compounds, 0.4% hits. AID 1656;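 active = lipid droplet intensity inhibited by at least 50%, with more than 500 cells counted; inconclusive = wells with under 300 cells, treated as cytotoxic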
#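 Test system: AML12 mouse liver cells; schedule: overnight exposure; technique: high-content imaging of BODIPY-stained droplets and DAPI nuclei; read-out: % inhibition of corrected integrated BODIPY droplet signal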
# HIV peptide binding: cell-free HIV fusion peptide-binding blockers – biochemical, uHTS, fluorescence dequenching, primary screen (AID 1986). cell-free peptide binding, fluorescence dequenching, 30 min; higher % means a stronger effect. inhibition, % at 20 µM; hits with a dose series show IC50 in µM. 290,000 compounds, 0.3% hits; in the data active = inhibition mostly above about 52%, no sharp cut-off; inactive = mostly below about 76%; note: some results filed as inactive read as strong as hits
# NS5 inhibitors: Dengue-2 NS5 methyltransferase inhibitors, primary screen, biochemical, confirmation dose response (AID 588689) | Dengue-2 NS5 methyltransferase capping enzyme assay, biochemical; higher % means a stronger effect | inhibition, % at 25 µM; hits with a dose series show IC50 in µM | 340,000 compounds, 0.3% hits; in the data active = a potency from the dose series; inconclusive = inhibition above about 29% without an active follow-up result
# AID2073: inhibitors of Mint1-CaV2.2 protein interaction, biochemical, HTRF (AID 2073) | HTRF protein-protein interaction, Mint1-CaV2.2; higher % means a stronger effect | inhibition, % at 20 µM; hits with a dose series show IC50 in µM | 290,000 compounds, 0.19% hits; in the data active = inhibition mostly above about 51%, no sharp cut-off; inconclusive = no clear call, values can overlap the other calls; inactive = mostly below about 53%; note: some results filed as inactive read as strong as hits
# LYP inhibition: PTPN22 lymphoid phosphatase activity blockers – biochemical, fluorescence intensity, uHTS (AID 1779). recombinant LYP phosphatase, fluorescence intensity; higher % means a stronger effect. one-dose inhibition, % at 11.5 µM; IC50 in µM for titrated hits. 290,000 compounds, 0.054% hits;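 note: plate controls were vehicle with enzyme for no effect and no enzyme for full effect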
# Lipid droplet cells 6.5 µM: further read-out of Lipid droplet, marked with its call; cell count; measured here: cell count, cytotoxicity flag;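 cells counted across two imaged fields per well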
# NS5 inhibitors pilot replicate: second read-out of NS5 inhibitors, no call of its own (marks repeat the call); inhibition, %; measured here: pilot screen replicate inhibition
# Myeloid diff MLP GFP+ MAC1+ %: recorded beside Myeloid diff MLP, whose call it bears; GFP+ MAC1+ double positive, %; measured here: differentiation confirmed by MAC1 staining
# An asterisk follows results filed as active; i = inactive; ? = inconclusive; nt = not tested or not shown; + = active, no number. Cut-off read from the data, not from the text of the source, unless noted: active = inhibition above about 50%; inactive = the rest.
SMILES,Myeloid diff MLP,Myeloid diff MLP GFP+ MAC1+ %,NOD2 inhibition,Siah-1 displacement,XIAP antagonists,Lipid droplet,Lipid droplet cells 6.5 µM,HIV peptide binding,NS5 inhibitors,AID2073,LYP inhibition,others
CCOC(=O)c1cc(C(=O)NC(C)c2ccccc2)c(C)[nH]c1=O (centres undefined),i,0.6,-7%,-4%,-6.0%,29,767,-0.2%,-8%,10%,1%,
COc1cccc(-c2ccc(NC(=O)C3CCCN(Cc4cnc(C)n4C)C3)cc2)c1 (centres undefined),i,3.8,10%,0%,nt,15,870,-0.8%,1%,5%,-6%,
CCOc1ccccc1NCc1nnc(-c2ccccc2)o1,i,0.3,-6%,8%,nt,3,813,-0.6%,nt,-3%,-9%,
CS(=O)(=O)N(CC(=O)NCCSCc1ccccc1Cl)c1ccc(F)cc1,i,0.8,3%,1%,nt,1,835,-0.9%,-6%,5%,-6%,NS5 inhibitors pilot replicate=-2.4
Cc1cccc(N(C(=O)CNC(=O)c2ccco2)C(C(=O)NC2CCCC2)c2cccnc2)c1C (centres undefined),nt,nt,13%,7%,nt,-14,803,0.8%,-12%,-2%,-5%,
CCCN(CCC)C(=O)C1CCC(CNS(=O)(=O)c2cccc3nsnc23)CC1 (centres undefined),i,1.7,14%,-2%,nt,-21,739,-0.9%,-4%,0%,-10%,
CCOc1ccc2nc(NC(=O)CSc3ccccc3)sc2c1,i,0.9,-45%,2%,-7.7%,-3,788,2.6%,2%,2%,-2%,
Clc1ccc2c(c1)CNc1c(ncnc1N1CCOCC1)O2,i,0.3,6%,-1%,-1.7%,nt,nt,0.0%,1%,0%,-12%,
CCCCNC(=O)CCn1c(=O)c2ccccc2n(Cc2ccccc2C)c1=O,i,0.9,15%,15%,4.2%,-1,694,-1.4%,1%,3%,2%,
CCN1C(=O)/C(=C/C=C2\N(CC)c3cc(S(=O)(=O)N(C)C)ccc3N2c2ccccc2)SC1=S,+,35*,18%,109%,nt,14,655,147%,-68%,5%,-8%,
Cc1sc2ncnc(OCC(=O)NC3CCS(=O)(=O)C3)c2c1C (centres undefined),i,0.3,7%,-6%,nt,0,713,-0.2%,1%,-3%,-4%,
COc1ccccc1NS(=O)(=O)c1ccc(O)c(C(=O)OCC(=O)N2CCc3ccccc32)c1,i,0.6,-32%,6%,nt,20,687,1.6%,-2%,10%,7%,
Cc1ccc(N(C(=O)c2snc(C(N)=O)c2N)C(C(=O)NC2CCCC2)c2ccncc2)cc1 (centres undefined),?,nt,9%,1%,nt,-5,812,0.5%,-12%,-4%,-3%,
CCOC(=S)SCc1cn2ccc(C)cc2n1,i,0.3,9%,-7%,0.8%,-9,531,12%,-5%,-2%,-11%,
Cc1cccc(/C(N)=N/OC(=O)N2CCOCC2)c1,i,1.1,-13%,4%,-5.5%,nt,nt,-0.3%,-1%,2%,-8%,
COc1ccc(CN2CC(=O)N(c3ccccc3C)C2=S)cc1OC,i,0.2,2%,1%,-11%,-18,729,-1.0%,1%,-11%,-4%,
Cc1cc2cc3c(cc2nc1SCC(=O)O)CCC3,i,0.7,28%,-3%,-9.8%,-7,632,0.5%,-4%,0%,-6%,
O=C(COc1cccc(OC(F)F)c1)Nc1ccc(SC(F)F)cc1,i,0.6,12%,4%,-15%,nt,nt,-0.4%,-6%,-11%,-1%,
O=C(CN1CCN(c2ccccn2)CC1)N(c1ccccc1)c1ccc2ccccc2c1,i,0.2,28%,0%,-1.6%,nt,nt,-1.8%,2%,-4%,-11%,
Cc1ccc(NC(=O)C/C(N)=N/O)cc1Cl,i,0.9,6%,0%,nt,-18,692,-2.0%,6%,0%,-6%,
Cc1ccc(N2CCN(C3=NC(=O)/C(=C\c4cn[nH]c4-c4ccccc4)S3)CC2)cc1,i,0.1,16%,3%,-6.7%,-21,670,0.2%,2%,20%,6%,
COc1ccc(Cl)c(NC(=O)C/C(C)=N/NC(=O)CCc2ccccc2)c1,i,1.0,2%,1%,nt,122*,798*,2.7%,-7%,0%,-3%,
COc1ccc(S(=O)(=O)N(CC(=O)O)c2ccc(C)cc2)cc1,i,1.3,12%,2%,0.6%,nt,nt,-0.6%,-6%,11%,-8%,
COc1ccc(OC)c(CNC(=O)C(C)n2nc(C)c3c(C)n(-c4ccccc4)nc3c2=O)c1 (centres undefined),i,0.0,20%,4%,nt,-4,750,0.3%,-1%,3%,-4%,
CCCCC(NC(=O)Cc1c(C)c2cc3c(C)c(C)oc3c(C)c2oc1=O)C(=O)O (centres undefined),i,0.8,19%,0%,nt,7,829,6.2%,1%,20%,-4%,
COc1ccc(C2C(C#N)=C(N)N(N(C)C)C3=C2C(=O)CC(C)(C)C3)cc1 (centres undefined),i,0.9,16%,-3%,nt,4,870,-0.9%,-6%,2%,-8%,
Cc1cc(C)nc(SCc2nnc(SCC#N)n2-c2cccc(Cl)c2)n1,i,4.5,-3%,1%,-1.3%,nt,nt,-2.7%,-1%,15%,-9%,
CC1(C)CC(=O)C(Sc2ccccc2)=C(O)C1,i,0.2,14%,5%,nt,-23,719,0.4%,-2%,-29%,-5%,
Cc1cccc(-c2nc(CS(=O)CC(=O)N3CCCCC3)c(C)o2)c1 (centres undefined),i,1.3,7%,2%,-8.9%,nt,nt,1.2%,3%,3%,-8%,
COc1cc(C)c(Cl)cc1S(=O)(=O)NCc1ccccn1,i,0.1,4%,7%,nt,nt,nt,0.2%,-2%,10%,-7%,NS5 inhibitors pilot replicate=1.8
COC(=O)c1ccc(C2/C(=C(/O)c3ccc(Cl)cc3)C(=O)C(=O)N2C2CCS(=O)(=O)C2)cc1 (centres undefined),i,2.4,-4%,1%,nt,-6,734,2.8%,-1%,10%,3%,
C=CCNC(=O)C1CC2Cn3c(nc4cc(C)c(C)cc43)C2N1C (centres undefined),i,1.7,12%,10%,nt,14,695,2.7%,-5%,9%,-9%,
Cc1ccccc1Oc1cc(NC(=O)Cn2cnc([N+](=O)[O-])c2)cc([N+](=O)[O-])c1,i,0.4,13%,3%,-4.4%,0,654,-1.2%,-9%,8%,4%,
Cc1ccc(-c2cc(C(=O)NCCCN3CCCC3)c3ccccc3n2)cc1C,i,3.9,6%,-3%,nt,-4,674,-1.2%,-4%,5%,-13%,
CCOC(=O)c1c(CSc2ccccc2)n(C)c2cc(Br)c(OCC(O)CNC(CO)(CO)CO)cc12 (centres undefined),i,1.1,5%,18%,-2.2%,-8,692,0.3%,1%,6%,-9%,
Cc1nc2scc(C)n2c(=O)c1S(=O)(=O)Nc1ccc(N2CCN(S(C)(=O)=O)CC2)cc1,i,2.9,25%,-6%,nt,-2,709,-0.3%,-7%,3%,-9%,
COc1ccc2occ(C(C)=O)c2c1,i,0.8,3%,1%,-5.4%,0,806,11%,-2%,-3%,-5%,
CCOC(=O)N1CCC(NC(=O)C(CC(C)C)NC(=O)C2CCCCC2)CC1 (centres undefined),i,0.7,13%,2%,3.1%,-1,716,1.1%,-10%,-9%,-6%,
O=C(O)CCN=C1CCCc2ccccc2N1,i,1.7,-6%,1%,-11%,nt,nt,-2.2%,0%,-1%,-5%,
CN1C(=O)C2C3c4ccccc4C(c4ccccc43)[C@@H]2C1=O (some centres undefined),i,0.5,-6%,1%,nt,-3,396,-1.4%,-1%,0%,-7%,
Oc1oc(-c2ccccc2)nc1C=NCc1ccccc1,i,1.5,-45%,-6%,-8.8%,8,802,1.6%,-4%,6%,-1%,
CCSC1=C(C#N)C(c2cccc(Br)c2)CC(=O)N1 (centres undefined),i,1.2,2%,0%,-13%,19,656,-2.8%,-5%,1%,-3%,
CCCCCOc1ccc(C(=O)NCC2(c3ccccc3)CCOCC2)cc1,i,6.6,21%,-4%,-0.3%,nt,nt,-3.6%,-1%,-4%,2%,
CC(C)(C)CNC(CO)C12CC3CC(CC(C3)C1)C2 (centres undefined),i,0.2,6%,-2%,-2.6%,nt,nt,2.1%,1%,4%,-6%,
O=C(c1ccccc1)N1CCN(C(=O)N2CCCCC2)CC1,i,1.0,6%,2%,-4.2%,nt,nt,16%,-4%,2%,-1%,
C/C(=C\C(=O)c1ccc(F)cc1)NCc1ccc2c(c1)OCO2,i,0.8,16%,-1%,-2.6%,nt,nt,3.0%,-4%,-7%,-3%,
C=CCn1c(SCC(O)Cn2c3ccccc3c3ccccc32)nnc1-c1ccco1 (centres undefined),i,1.8,2%,1%,-3.1%,-11,740,2.0%,-9%,31%,0%,
COc1cccc(C=Nc2ccc(N3CCOCC3)cc2)c1O,i,0.4,-2%,-3%,nt,2,768,-0.7%,nt,-12%,-9%,
Cc1c(C(=O)N2CCC(Cc3ccccc3)CC2)cccc1[N+](=O)[O-],i,0.3,26%,6%,-4.9%,-11,601,-1.3%,-4%,2%,3%,
Cc1ccc(C(=O)COC(=O)c2ccccc2N2C(=O)C3C4CCC(C4)C3C2=O)cc1C (centres undefined),i,0.7,-2%,0%,-24%,nt,nt,-1.3%,-6%,2%,2%,
# Next section
SMILES,Myeloid diff MLP,Myeloid diff MLP GFP+ MAC1+ %,NOD2 inhibition,Siah-1 displacement,XIAP antagonists,Lipid droplet,Lipid droplet cells 6.5 µM,HIV peptide binding,NS5 inhibitors,AID2073,LYP inhibition,others
COc1ccc(CNC(=O)COc2cc(=O)n(C)c3ccccc23)cc1,i,0.6,11%,-2%,-10%,-7,696,1.8%,10%,13%,-1%,
O=c1c2cccnc2[nH]c(=S)n1CCC1=CCCCC1,i,0.5,9%,3%,-3.6%,nt,nt,-0.5%,-4%,-11%,-7%,
Cc1nc2ccccc2c(=O)n1/N=C/c1cccs1,i,0.5,-7%,2%,-4.0%,7,685,-0.4%,-6%,10%,6%,
Cc1ccc(CN2CCN(/N=C/c3ccc(N(C)C)cc3)CC2)cc1,i,0.4,-4%,12%,nt,-8,747,1.5%,nt,-27%,-5%,
COc1ccc(NC(=O)CCCn2cnc3ccccc3c2=O)cc1,i,0.6,15%,-7%,nt,-6,415,-1.5%,-7%,-18%,-10%,

# This is a subset (hit frequency here may not be typical).
